FEN1 inh – qHTS Assay for the Inhibitors of Human Flap endonuclease 1 (FEN1); P39748; Recombinant FEN1 flap cleavage, fluorescence, 15 min; Potency, µM (top dose mostly 114 µM), without a hit: top-dose activity change, negative = inhibition, usual class: inhibitors; hit rate 0.35% among 390,000; also: nearly all actives have a fitted effect of over 65% in size
Target sequence (P39748 whole entry, looked up): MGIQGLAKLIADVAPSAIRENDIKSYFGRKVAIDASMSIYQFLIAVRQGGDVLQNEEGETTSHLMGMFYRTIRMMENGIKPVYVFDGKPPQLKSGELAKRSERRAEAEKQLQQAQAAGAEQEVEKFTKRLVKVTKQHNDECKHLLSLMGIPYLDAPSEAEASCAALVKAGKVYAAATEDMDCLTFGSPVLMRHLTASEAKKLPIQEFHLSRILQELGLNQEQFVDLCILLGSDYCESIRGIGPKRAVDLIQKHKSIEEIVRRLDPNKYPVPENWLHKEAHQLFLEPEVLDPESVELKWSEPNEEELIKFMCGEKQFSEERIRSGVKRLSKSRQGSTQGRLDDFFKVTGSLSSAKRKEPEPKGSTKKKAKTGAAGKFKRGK
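Compounds are tested as a concentration series against 10 nM FEN1; after a 15 min room-temperature preincubation, 50 nM substrate starts cleavage, with plate reads at 0 and 15 min. Normalized responses are fitted by a Hill equation.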
N370S GC mod – qHTS Assay for Inhibitors and Activators of N370S glucocerebrosidase as a Potential Chaperone Treatment of Gaucher Disease; AID 2101, 2009; hit rate 0.092% among 330,000; N370S GC spleen homogenate, 4MU-glucoside fluorescence; Potency, µM (series often up to 59.4 µM), without a hit: at the highest dose activity change, negative = inhibition, actives largely listed as inhibitors;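 also: 0% = full enzyme activity and -100% = no enzyme basal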
TDP1 block – qHTS Assay for Inhibitors of Tyrosyl-DNA Phosphodiesterase (TDP1) | recombinant TDP1, AlphaScreen DNA substrate cleavage | hit rate 0.28% among 350,000 | Potency, µM (doses to about 130 µM), for inactives: top-dose activity change, negative = inhibition, hits mostly inhibitors; also: nearly all actives have a fitted effect of over 40% in size
Target sequence (Q9NUW8 whole entry, looked up): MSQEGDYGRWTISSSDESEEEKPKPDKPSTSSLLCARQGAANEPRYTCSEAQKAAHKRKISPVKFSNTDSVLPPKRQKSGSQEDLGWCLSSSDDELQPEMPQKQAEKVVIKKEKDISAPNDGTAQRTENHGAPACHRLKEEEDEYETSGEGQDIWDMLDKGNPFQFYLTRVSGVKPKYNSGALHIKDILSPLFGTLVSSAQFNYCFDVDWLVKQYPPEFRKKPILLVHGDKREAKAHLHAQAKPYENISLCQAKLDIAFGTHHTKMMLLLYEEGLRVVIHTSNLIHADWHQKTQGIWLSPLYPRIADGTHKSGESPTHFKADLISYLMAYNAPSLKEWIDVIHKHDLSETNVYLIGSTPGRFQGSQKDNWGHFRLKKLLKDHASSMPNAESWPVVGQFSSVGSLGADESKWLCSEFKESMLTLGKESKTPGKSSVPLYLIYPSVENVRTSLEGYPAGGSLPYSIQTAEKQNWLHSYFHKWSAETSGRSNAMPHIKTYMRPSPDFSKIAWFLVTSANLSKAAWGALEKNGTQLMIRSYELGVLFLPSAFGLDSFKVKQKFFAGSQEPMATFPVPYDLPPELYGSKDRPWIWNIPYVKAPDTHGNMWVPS
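AlphaScreen read-out: signal falls as enzyme removes the 3' tyrosine-FITC from a 5'-biotinylated DNA oligo (15 nM, 5 min, RT). Enzyme was E. coli-made recombinant Tdp1 at 1 nM, exposed to compound for 15 min beforehand; beads 10 ug/ml, 10 min.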
Numbers without * were called inactive; ? = inconclusive; . = not tested or not shown; & = joins results of further samples; [ ] = dose if it differs, or a comment. Calls follow the shape of the dose curve; as a rule, active = well fitted curve in the direction sought with a large enough effect; inconclusive = small, poorly fitted or top-dose-only effect, or another doubt; inactive = no such curve, though single readings can be large; an effect the other way counts as inactive or inconclusive. Unless noted, % is scaled to controls: 0 for no effect and ±100 for the full control effect; potency is read from the fitted curve at half-maximal effect.

Molecule | FEN1 inh | N370S GC mod | TDP1 block
COc1cccc(C2=NOC(C(=O)Nc3cccnc3Cl)C2)c1 (stereo not given) | -16% | -1% | 1%
COCCCNC(=O)c1ccc(CSCc2ccc(C)cc2)o1 | 2% | -6% | .
O=C1CS/C(=N/N=C\c2ccn[nH]2)N1 | 1% | 6% | .
COc1cccc(C(=O)NCCN2CCOCC2)c1 | 4% | -5% | -1%
O=C(NNS(=O)(=O)c1ccc(F)cc1)c1cc2ccccc2cc1O | -4% | 1% | .
C/C(=C\c1ccc(Br)cc1)C(=O)c1c(C)cc(C)[nH]c1=O | 22% | 0% | .
Cc1cc(/C=C2/C(=O)N(C)C(=S)N2C)ccc1N1CCCC1 | 0% | 0% | 10%
CCOC(=O)c1ccccc1NC(=O)Cc1ccc(S(=O)(=O)N2CCCC2)s1 | -18% | . | 0%
CCOC(=O)CN(C(=O)COc1nc(C)cc(C)c1C#N)c1ccc(Cl)cc1 | -10% | -24% | -4%
CC(=O)N1c2ccc(S(=O)(=O)N3CCCC(C(=O)Nc4cccc(Cl)c4)C3)cc2CC1C (stereo not given) | -15% | -5% | 0%
COCCn1c(SCC(=O)Nc2ccc(S(=O)(=O)N3CCOCC3)cc2)nc2ccccc21 | 10% | -3% | 0%
CC1(C)CC(=NOC(=O)c2ccccc2)CC(C)(C)N1O | 22% | 13% | 5%
COC(=O)[C@H](Cc1ccccc1)NC(=O)N1CCN(c2ccc(F)cc2)CC1 | 0% | -5% | .
COc1ccc(NC(=O)C2CC(=O)n3ncnc3N2)cc1 (stereo not given) | -14% | 8% | 0%
CN(Cc1ccccc1)S(=O)(=O)c1ccc2[nH]c(=O)oc2c1 | -1% | -2% | .
CCN(CC)S(=O)(=O)c1cc(-c2nnc(Nc3ccc(OC)c(C(N)=O)c3)c3ccccc23)ccc1C | -6% | . | 0%[12.3 µM]
N#CCCN(Cc1cccnc1)C(=S)Nc1ccc(OC(F)F)cc1 | 2% | -5% | -2%
O=C(/C=C/c1ccc(F)cc1)Nc1cccc(S(=O)(=O)Nc2cccc(C(F)(F)F)c2)c1 | -8% | 7% | 4%
Cn1cccc1-c1nc2ccccc2[nH]1 | 8% | -1% | 4%
Cc1nc2ccccn2c1C(=O)NNC(=S)Nc1ccccc1 | 3% | -23% | .
CCOC(=O)C1=C(C)NC(=O)C(C#N)C1c1ccco1 (stereo not given) | -1% | 0% | 5%
Cc1csc(N)n1 | 0% | 0% | 0%
N/C(CC(=O)Nc1cccc(C(F)(F)F)c1)=N/O | 10% | -3% | -2%
O=C(COC(=O)c1ccc(S(=O)(=O)N2CCCC2)cc1)Nc1ccccc1 | 2% | . | 1%[56.1 µM]
CCCCN(C)C(=S)Nc1ccc(Oc2ccccc2)cc1 | 2% | 3% | 3%
NC(=O)N/N=C/c1ccc(-c2ccc([N+](=O)[O-])cc2)o1 | -8% | -21% | -4%
CC(=O)Nc1cccc(C(=O)OCC(=O)Nc2ccc(Cl)cn2)c1 | -1% | -23% | .
CCOC(=O)N1CCN(C(=O)C(=O)Nc2sc3c(c2C#N)CC(C)(C)OC3)CC1 | -3% | -1% | 6%
CN(C)CCNC(=O)c1ccc(Sc2ccc(Br)cc2)c([N+](=O)[O-])c1 | 16% | -9% | 5%
COc1ccc(-c2noc(CCCC(=O)Nc3cccnc3)n2)cc1OC | 1% | -3% | 3%

Reformatted with values under each structure: entries from further up
Results follow in this order: FEN1 inh | N370S GC mod | TDP1 block
CC(=O)N1c2ccc(S(=O)(=O)N3CCCC(C(=O)Nc4cccc(Cl)c4)C3)cc2CC1C (stereo not given)
 : -15% | -5% | 0%
COCCn1c(SCC(=O)Nc2ccc(S(=O)(=O)N3CCOCC3)cc2)nc2ccccc21
 : 10% | -3% | 0%
CC1(C)CC(=NOC(=O)c2ccccc2)CC(C)(C)N1O
 : 22% | 13% | 5%
COC(=O)[C@H](Cc1ccccc1)NC(=O)N1CCN(c2ccc(F)cc2)CC1
 : 0% | -5% | .

Continued:
Molecule | FEN1 inh | N370S GC mod | TDP1 block
Cc1[nH]c2ccc(C(=O)Nc3ccncc3)cc2c1C | -3% | -28% | .
O=C(Nc1ccc(F)cc1)C1(S(=O)(=O)c2ccc(Cl)cc2)CC1 | 11% | -6% | 1%
COc1ccc(C)cc1NC(=O)C(Sc1nnc2ccccn12)c1ccccc1 (stereo not given) | 0% | 8% | 5%
COc1ccc(-c2noc(-c3ccc(NCc4cccnc4)c([N+](=O)[O-])c3)n2)cc1OC | 4% | . | 9%
O=C(NN=C1CCCCCC1)c1cn(-c2ccccc2)nc1-c1ccccc1 | -5% | 22% | 7%
CCn1c2ccccc2c2cc(NC(=O)c3ccc([N+](=O)[O-])cc3)ccc21 | -1% | -5% | 6%
CN(CCc1ccc(Cl)c(Cl)c1)CC(O)COc1ccc(NS(C)(=O)=O)cc1 (stereo not given) | . | 3%&-6% | 7%&9%
CN(C)c1ccc(/C=N/N=C2/NC(=O)/C(=C/c3ccc([N+](=O)[O-])cc3)S2)cc1 | -6% | -12% | 7%
O=C(OCC(=O)N1N=C(c2ccc(Cl)cc2)CC1c1ccco1)c1ccco1 (stereo not given) | 10% | 7% | 8%
O=c1cc(CSc2nnc(-c3ccccc3)o2)c2ccccc2[nH]1 | 5% | 4% | -3%
O=C(NCCC(=O)N(Cc1ccco1)Cc1cccs1)c1ccc([N+](=O)[O-])cc1 | -2% | -4% | 1%[0.505 µM]
CC(C)N1CCN(C(=O)c2cccc(Cl)c2)CC1 | -8% | -21% | .
Cc1onc(-c2ccccc2Cl)c1C(=O)N/N=C(\N)COc1ccc(Cl)cc1 | 0% | -13% | 9%
CC(C)CN1C(=O)C(=O)N(CC(=O)N(C)CC(=O)Nc2ccc(F)cc2)C1=O | 3% | . | -1%[56.1 µM]
CCCOc1ccc(C(=O)NNC(=S)NC(=O)c2ccccc2[N+](=O)[O-])cc1 | -5% | 13% | .
COc1ccc(NC(=O)CCNS(=O)(=O)c2ccc3c(c2)c(=O)n(C)c(=O)n3C)cc1 | -4% | 15% | 1%
CC1=C(C(=O)OCc2ccccc2)C(c2ccccc2Cl)NC(=O)N1CCCC(=O)O (stereo not given) | -1% | 5% | .
CCOC(=O)Nc1cc(C(=O)OC)cc(C(=O)OC)c1 | 11% | 1% | 2%
COCCn1c(SCC(=O)Nc2ccccc2C)nc2c(oc3ccccc32)c1=O | 2% | 1% | 5%
O=C(Cc1c[nH]c2ccccc12)Nc1ccccc1N1CCOCC1 | -2% | -2% | 2%
C[C@@H]1[C@H]2CCCC[C@H]2CN(C(=O)OC(C)(C)C)[C@@H]1CC(=O)c1ccccc1 | -22% | . | -2%[56.1 µM]
COc1ccc(C(c2nnnn2CC2CCCO2)N2CCN(c3cccc(C)c3C)CC2)cc1 (stereo not given) | -5% | -8% | 4%
CN1C(=O)c2ccccc2Sc2ccc(C(=O)O)cc21 | 7% | 0% | .
C=CCNC(=O)c1cnc(-c2ccccc2)nc1-c1ccccc1 | 7% | -12% | .
COC(=O)c1c(NC(=O)c2cccnc2)sc(C(=O)N(C)C)c1C | -5% | -5% | 0%
CC1(C)CC(=O)/C(=C(\O)CCCN2C(=O)c3ccccc3C2=O)C(=NCCO)C1 | 6% | 3% | -1%
COc1ccc(-c2cc(C(=O)NN)[nH]n2)cc1OC | -3% | -19% | -3%
Cc1ccc(/C(N)=N/OC(=O)CSc2ccccc2)cc1 | 7% | 15% | 7%
CCOC(=O)c1sc(-c2ccccc2)cc1N | -8% | ? | -6%
O=C(O)c1cccc(NC(=O)c2ccc(Cl)c(S(=O)(=O)N3CCCCCC3)c2)c1 | 15% | -19% | -3%

(continued)
| molecule | FEN1 inh | N370S GC mod | TDP1 block |
| --- | --- | --- | --- |
| Cc1ccc(S(=O)(=O)Nc2ccc3c(c2)nc(C)n3C)cc1 | -2% | 11% | . |
| COC(=O)c1cccc(C23CC4(C2)[C@H](CN(Cc2cccnc2)[C@@H]4c2ccccc2)C3c2ccc(C(F)(F)F)cc2)c1 (stereo not given in full) | -5% | 4%&18% | 13%&-5% |
| C=C(C)Cc1c(C)c(C#N)c2nc3ccccc3n2c1NCCCN(C)C | 7% | -8% | 1% |
| CC1(C)CCC(=O)N(c2ccc(OC(F)(F)F)cc2)C1=O | 0% | 5% | . |
| N#C/C(=C\c1cccc(O)c1)c1nc2ccccc2o1 | -16% | 5% | 8% |
| CCOC(=O)c1ccc(NC(=O)CSc2nnc(C3CC3)n2CC)cc1 | 2% | -5% | 2% |
| NC(=O)COc1ccc(NC(=O)c2ccccc2-c2ccccc2)cc1 | 0% | 5% | 1% |
| COc1ccc(-n2c(SCC#N)nnc2-c2cccnc2)cc1 | 8% | -6% | 5% |
| Cc1ccc(CCNC(=O)c2cn(C)c3ccc(S(=O)(=O)N4CCC(C)CC4)cc3c2=O)cc1 | -3% | . | 0% |
| CN1C(=O)N(C)c2ccc(Br)c3cccc1c23 | -12% | -3% | . |
| Cc1ccc(C2N3CC4(C)CN2CC(c2ccccc2)(C3)C4=O)cc1 (stereo not given) | 14% | . | 7% |
| COC(=O)c1sc(N2C(=O)C(O)=C(C(=O)c3ccc(C)o3)C2c2ccco2)nc1C (stereo not given) | -12% | -18% | 0% |
| Cc1ccc(C)c(S(=O)(=O)N2CCN(C(=O)Nc3ccccc3)CC2)c1 | -10% | -20% | 0% |
| COc1ccc(/C=N/NC(=O)c2cc(-c3ccccc3)nc3ccccc23)c(OC)c1 | -20% | 1% | . |
| CCOC(=O)N1CCC(NC(=O)c2cc(C(=O)Nc3ccc(S(=O)(=O)N4CCCCC4)cc3)ccc2CO)CC1 | 18% | -2% | -3% |
| Cc1cc(NC(=O)CSc2sc3c(O)cc(=O)[nH]c3c2C#N)ccc1Br | ? | -3% | 0% |
| COc1ccccc1OCCSc1nnc(CNC(=O)c2ccco2)n1C | -12% | -2% | . |
| COCCN1CC(=O)N2C(c3cccc(C)c3)c3[nH]c4ccccc4c3C[C@H]2C1=O (stereo not given in full) | 11% | -16% | . |
| CCCCN(CCCC)C(=O)CCS(=O)(=O)c1ccc2c(c1)n(C)c(=O)c(=O)n2C | -4% | 0% | 2% |
| O=C(CN1C(=O)NC(Cc2c[nH]c3ccccc23)C1=O)NC1CC1 (stereo not given) | 25% | -1% | . |
| COc1ccccc1OCC(=O)Nc1nnc(C2CCCC2)s1 | 21% | -5% | 0% |
| O=C(CC1Nc2ccccc2NC1=O)NCCc1ccccc1 (stereo not given) | -7% | 9% | 5% |
| COCCN1C(=O)C(=O)/C(=C(/O)c2ccc(S(=O)(=O)N3CCOCC3)cc2)C1c1ccc(O)c(OC)c1 (stereo not given) | -19% | -10% | 2% |
| CSCC[C@H](NC(=O)N1CCn2c1nc1ccccc12)C(=O)NCc1ccc2c(c1)OCO2 | -23% | 6% | 6% |
| CCOC(=O)c1cccc(NC(=O)c2cc3c(-c4cccc(OC)c4)nn(C)c3s2)c1 | -6% | . | -2% |
| O=C(O)c1ccc(NC(=O)c2cn(-c3ccccc3)nc2-c2ccc(Cl)cc2)cc1 | -16% | 13% | 8% |
| O.O.O.O=S(=O)([O-])OC[C@H]1O[C@@H](O[C@]2(COS(=O)(=O)[O-])O[C@H](OS(=O)(=O)[O-])[C@@H](OS(=O)(=O)[O-])[C@@H]2OS(=O)(=O)[O-])[C@H](OS(=O)(=O)[O-])[C@@H](OS(=O)(=O)[O-])[C@@H]1OS(=O)(=O)[O-].[Al] | . | 5% | 3% |
| CCOc1cc(NC(=O)c2ccccn2)c(OCC)cc1NC(=O)c1ccc(C)cc1 | 2% | 3% | 1% |
| CSCCC(NS(=O)(=O)c1cccc(C(F)(F)F)c1)C(=O)N(C)CCOc1ccc(Cl)cc1 (stereo not given) | -17% | -8% | . |
| CCNCCC(CCC(C)C)c1ccc2c(c1)OCO2 (stereo not given) | -9% | -7% | -8% |
| COCCCn1c(=O)c2sccc2n2c(CCCC(=O)Nc3ccc(F)c(F)c3)nnc12 | 9% | . | 6% |
| Cn1ncc(Br)c1NC(=O)CSc1ccc(Cl)cc1 | -7% | 5% | 6% |
| COc1ccc(C(C(C(=O)c2ccco2)N2CCOCC2)N2CCOCC2)cc1 (stereo not given) | 7% | 3% | 2% |
| Cc1ccc(C(=O)NCCN2CCOCC2)c(Cl)c1 | -1% | -18% | . |
| Cc1cccc(CSc2nnc(-c3cccs3)n2Cc2ccco2)c1 | -17% | 11% | 5% |
| COC(=O)c1ccc2c(c1)NC(=O)CS2 | 18% | -13% | 0% |
| O=C1CC(C(=O)Nc2cccc(F)c2)n2c(nc3ccccc32)N1 (stereo not given) | 6% | 6% | 6% |
| Cc1sc(Nc2ccc([N+](=O)[O-])cc2)nc1-c1c(C)n(C)n(-c2ccccc2)c1=O | -7% | 5% | 3% |

Three compounds from above, ordered by their value in TDP1 block, descending.
| compound | TDP1 block |
| --- | --- |
| COc1ccc(C(C(C(=O)c2ccco2)N2CCOCC2)N2CCOCC2)cc1 (stereo not given) | 2% |
| COC(=O)c1ccc2c(c1)NC(=O)CS2 | 0% |
| CCNCCC(CCC(C)C)c1ccc2c(c1)OCO2 (stereo not given) | -8% |
